# Screening results as filed in PubChem BioAssay.
# DT40 TDP1 no CPT: qHTS for Inhibitors of human tyrosyl-DNA phosphodiesterase 1 (TDP1): qHTS in cells in absence of CPT | DT40 Tdp1-/- hTDP1 cells, no CPT, ATP luminescence, 48 h | Potency, µM (highest dose often 46.2 µM), for the others: at the highest dose activity change, negative = growth inhibition, actives largely listed as inhibitors | 420,000 compounds, 15% hits; also: nearly all actives have a fitted effect of over 55% in size
#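 Compound effects on proliferation are scored in DT40 Tdp1-/-;hTDP1 cells in the absence of CPT. ATP levels (CellTiter-Glo luminescence) are recorded after a ≥48 hr, 37 °C incubation.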
# KAT2A inh: blocks human GCN5L2 histone acetyltransferase; 390,000 compounds, 0.21% hits; GCN5L2 HAT assay, ThioGlo1 CoA-SH fluorescence; Q92830; Potency, µM (top dose mostly 58.9 µM), without a hit: top-dose activity change, negative = inhibition, usual class: inhibitors
# Target sequence (Q92830 whole entry, looked up): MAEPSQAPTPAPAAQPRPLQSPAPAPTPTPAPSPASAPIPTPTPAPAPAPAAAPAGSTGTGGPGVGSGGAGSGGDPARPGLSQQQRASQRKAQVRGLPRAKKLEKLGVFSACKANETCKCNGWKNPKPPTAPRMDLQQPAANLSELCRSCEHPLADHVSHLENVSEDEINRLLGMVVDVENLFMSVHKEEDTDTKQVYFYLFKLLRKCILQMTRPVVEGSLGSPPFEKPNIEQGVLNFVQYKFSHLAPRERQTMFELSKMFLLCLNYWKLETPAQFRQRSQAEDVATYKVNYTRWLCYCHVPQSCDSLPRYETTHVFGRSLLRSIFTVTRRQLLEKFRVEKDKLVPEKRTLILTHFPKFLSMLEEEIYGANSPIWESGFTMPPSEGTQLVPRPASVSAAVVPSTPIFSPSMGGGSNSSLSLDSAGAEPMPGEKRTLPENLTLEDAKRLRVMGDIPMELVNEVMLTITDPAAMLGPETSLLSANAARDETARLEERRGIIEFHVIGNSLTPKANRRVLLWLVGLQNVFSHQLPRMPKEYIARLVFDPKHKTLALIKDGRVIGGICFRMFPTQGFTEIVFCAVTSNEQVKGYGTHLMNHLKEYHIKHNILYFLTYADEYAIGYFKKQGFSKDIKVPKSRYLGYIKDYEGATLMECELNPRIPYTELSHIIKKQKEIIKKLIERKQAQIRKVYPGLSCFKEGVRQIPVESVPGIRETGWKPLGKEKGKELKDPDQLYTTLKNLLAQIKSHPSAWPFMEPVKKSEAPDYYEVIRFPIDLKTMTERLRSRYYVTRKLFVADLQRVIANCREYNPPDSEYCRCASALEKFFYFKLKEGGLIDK
#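 Preincubate 20nM GCN5L2 with compound 15 min, RT → add 50uM ThioGlo1 + 75uM H3(1-25) + 70uM acetyl-CoA → read fluorescence 0 and 20 min. Primary qHTS; fluorescent artifacts likely.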
# DT40 TDP1 CPT: growth inhibition of DT40 Tdp1-/-;hTDP1 cells with camptothecin (screen for TDP1 inhibitors); 420,000 compounds, 12% hits; Potency, µM (titrated, usually from 46.2 µM), without a hit: at the top dose activity change, negative = growth inhibition, actives largely listed as inhibitors; chicken DT40 Tdp1-/-;hTDP1 cells + 20 nM CPT, ATP luminescence, 48 h; also: nearly all actives have a fitted effect of over 55% in size
#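 Chicken DT40 Tdp1-/- cells stably complemented with human TDP1 were seeded at 400 cells/well in medium containing 20 nM camptothecin, exposed to pin-transferred compounds, and grown at 37 °C for at least 48 hr. Viability was read as ATP luminescence.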
# An asterisk follows results filed as active; ? = inconclusive; nt = not tested or not shown. Calls follow the shape of the dose curve; as a rule, active = well fitted curve in the direction sought with a large enough effect; inconclusive = small, poorly fitted or top-dose-only effect, or another doubt; inactive = no such curve, though single readings can be large; an effect the other way counts as inactive or inconclusive. % is scaled to controls: 0 for no effect and ±100 for the full control effect; potency is read from the fitted curve at half-maximal effect. The list is partial; rates above refer to the full screens.
# Values run as follows: DT40 TDP1 CPT	DT40 TDP1 no CPT	KAT2A inh
CCCN1CNc2c(c(=O)[nH]c(=S)n2CCc2cc(Cl)ccc2Cl)C1
 : ?	?	nt
O=C(Cn1cc(S(=O)(=O)N2CCCC2)c(S(=O)(=O)N2CCCC2)c1)Nc1cccc(F)c1
 : -2%	0%	5%
O=C(O)CCNS(=O)(=O)c1ccc(Oc2ccccc2)cc1
 : -10%	-6%	-15%
COc1ccccc1C(CNC(=O)C(CCSC)NC(=O)c1ccccc1Cl)N1CCCC1 (stereo unspecified)
 : ?	-21%	nt
CCc1ccc(NC(=O)C(C)OC(=O)/C=C/c2cccc([N+](=O)[O-])c2)cc1 (stereo unspecified)
 : 2%	8%	1%
COc1ccc(CN2CCNC(=O)C2CC(=O)N2CCc3ccccc3C2)c(OC)c1 (stereo unspecified)
 : -7%	-12%	1%
CCc1ccc(CNC(=O)C2CCN(C(=O)c3ccc(-n4ccc5ccccc54)s3)CC2)cc1
 : ?	?	-1%
COc1ccc(S(=O)(=O)N2CCOCC2)cc1NC(=O)CSc1ccccc1
 : 8%	-2%	-1%
c1cc2c3c(cccc3c1)C(N1CCOCC1)=N2
 : 26%	-25%	-3%
COc1ccc(NC(=O)C2CCCN2S(=O)(=O)c2ccc(F)cc2)cc1 (stereo unspecified)
 : ?	?	-6%
Cc1cc(NC(=O)CCC(=O)N(Cc2ccco2)C(C(=O)NC2CCCCC2)c2cccs2)no1 (stereo unspecified)
 : -22%	?	-7%
S=C(NCc1ccc(Cl)cc1)NCc1ccco1
 : -13%	-2%	1%
CC(O/N=C\c1ccccc1O)C(=O)Nc1ccccc1C(=O)N1CCOCC1 (stereo unspecified)
 : 0%	-26%	-3%
CC1CN(C(=O)c2ccc(COc3ccccc3Br)o2)CC(C)O1 (stereo unspecified)
 : -12%	?	4%
Fc1cccc(Nc2nc3ccccc3n3cnnc23)c1
 : -3%	7%	-13%
CCOC(=O)C[C@H]1c2ccccc2S(=O)(=O)N1c1ccccc1
 : ?	?	nt
COC(=O)c1cccc(C23CC4(C2)[C@H](CN(C)[C@@H]4c2ccccc2)C3c2ccccc2)c1 (stereo partly specified)
 : 21µM*	23µM*	-13%
O=C(CSc1ccsc1[N+](=O)[O-])NCc1ccco1
 : -1%	-22%	-15%
CCN1c2ccccc2N(C)C1(C)c1ccccc1 (stereo unspecified)
 : 3.7µM*	3.7µM*	2%
O=C(CSc1nnc(Nc2ccccc2)s1)NC1CCS(=O)(=O)C1 (stereo unspecified)
 : 15%	-29%	-4%

# Going on with the list.
# Values run as follows: DT40 TDP1 CPT	DT40 TDP1 no CPT	KAT2A inh
CCn1c(C)c(C)c2cc(C(=O)NCCc3cc(OC)c(OC)c(OC)c3)ccc21
 : 4.1µM*	3.7µM*	-13%
CN(C(=O)c1cccc(NC(=O)Cc2ccc(NC(=O)C3CCN(C(=O)C4CCCC4)CC3)cc2)c1)C1CCC1
 : ?	?	nt
CCOC(=O)N1CCC(NC(=O)Cn2cc3c(n2)CCC(C)C3)CC1 (stereo unspecified)
 : 2%	-4%	-7%
O=C1NN=C(c2ccc(Cl)cc2)CC1c1cccc(Cl)c1 (stereo unspecified)
 : 29µM*	16µM*	-18%
O=C(CN(Cc1ccccc1)S(=O)(=O)c1ccccc1)N/N=C/c1ccccc1C(=O)O
 : 18%	10%	-3%
Cc1cc(C)cc(NC(=O)COc2cccc3c(=O)n(C)ccc23)c1
 : ?	?	?
CC(C)(C)c1ccc(C(=O)Nc2ccc(CN3CCS(=O)(=O)CC3)cc2)cc1
 : 16µM*	21µM*	-8%
c1ccc2cc(C3OCC4(CCCC4)CO3)ccc2c1
 : ?	-32%	nt
COc1ccc(N(CC(=O)Nc2ccccc2SC)S(C)(=O)=O)cc1OC
 : -15%	0%	-2%
Nc1nonc1C(=O)NCCNc1ccc([N+](=O)[O-])cn1
 : 8%	-18%	-15%
CCOc1ccc(C[C@H]2NC(=O)CCSSC[C@@H](C(=O)N3CCC[C@H]3C(=O)N[C@@H](CCCN)C(=O)NCC(N)=O)NC(=O)[C@H](CC(N)=O)NC(=O)[C@H]([C@@H](C)O)NC(=O)[C@H]([C@@H](C)CC)NC2=O)cc1
 : 0%	7%	0%
O=c1cc(/C=C/c2c(F)cccc2Cl)[nH]c2ccccc12
 : ?	?	-15%
CCCCn1c(=O)[nH]c(=O)c2c1nc(-c1ccccn1)n2CC
 : -30%	-19%	1%
CCOc1cc2[nH]c(=O)n(CC3CCC(C(=O)NCCC(C)C)CC3)c(=O)c2cc1OCC (stereo unspecified)
 : -12%	-28%	nt
COc1cccc(N2C(=O)CC(N3CCc4ccccc43)C2=O)c1 (stereo unspecified)
 : -10%	-25%	?
CCOC(=O)NC(NC(=S)Nc1ccc(OC)cc1)C(Cl)(Cl)Cl (stereo unspecified)
 : 0%	-2%	-1%
COC(=O)c1ccccc1NC(=O)c1ccccc1SC
 : -7%	-19%	-6%
Nc1ccc(C#Cc2ccc3sc4ccccc4c(=O)c3c2)cc1
 : -6%	-29%	nt
COC(=O)c1cc2sccc2n1CC(=O)Nc1ccc(C)cc1C
 : -26%	-23%	-5%
Cc1cc(C)cc(NC(=O)CSc2nnc(CNC(=O)c3ccco3)n2C)c1
 : ?	29µM*	3%

# In the list so far, these contain a Cl atom.
# Values run as follows: DT40 TDP1 CPT	DT40 TDP1 no CPT	KAT2A inh
CCCN1CNc2c(c(=O)[nH]c(=S)n2CCc2cc(Cl)ccc2Cl)C1
 : ?	?	nt
COc1ccccc1C(CNC(=O)C(CCSC)NC(=O)c1ccccc1Cl)N1CCCC1 (stereo unspecified)
 : ?	-21%	nt
S=C(NCc1ccc(Cl)cc1)NCc1ccco1
 : -13%	-2%	1%
O=C1NN=C(c2ccc(Cl)cc2)CC1c1cccc(Cl)c1 (stereo unspecified)
 : 29µM*	16µM*	-18%
O=c1cc(/C=C/c2c(F)cccc2Cl)[nH]c2ccccc12
 : ?	?	-15%
CCOC(=O)NC(NC(=S)Nc1ccc(OC)cc1)C(Cl)(Cl)Cl (stereo unspecified)
 : 0%	-2%	-1%

# (list continues)
# Values run as follows: DT40 TDP1 CPT	DT40 TDP1 no CPT	KAT2A inh
COc1cc2cnc(-c3ccccc3F)cc2cc1OC
 : -25%	?	-8%
CCCCCCCCCCS(=O)(=O)N/N=C/c1ccccc1OC
 : ?	-46%	-18%
O=C1NC(c2ccccc2)=NC1(NS(=O)(=O)c1ccc(Cl)cc1)C(F)(F)F (stereo unspecified)
 : -10%	0%	-3%
CCC(Sc1nc2ncccc2[nH]1)C(=O)NC1CCCC1 (stereo unspecified)
 : 0%	0%	-4%
CC(C(=O)O)N1C(=O)CSC1=S (stereo unspecified)
 : 1%	-26%	-3%
COc1ccc(N2CCCn3c2nc2c3c(=O)n(CCc3ccccc3)c(=O)n2C)cc1
 : ?	15µM*	-4%
Cc1cc(C)n(-c2ccc(C(=O)OCC(=O)NC(c3ccccc3)c3ccccc3)cc2)n1
 : ?	-20%	-3%
OCC#Cc1ncc(C(F)(F)F)cc1Cl
 : 5.2µM*	7.3µM*	-5%
CCCN1C(=O)c2cc(C(=O)Nc3ccccc3OC)ccc2C1Nc1ccccc1OC (stereo unspecified)
 : ?	?	-6%
CCCN(CCC)CCNC(=O)CS(=O)Cc1nc(-c2ccc(OC)c(OC)c2)oc1C (stereo unspecified)
 : -15%	?	-3%
CCC(=O)NCCSc1c[nH]c2ccccc12
 : -4%	3%	-2%
COc1ccc2c(C)c(CC(=O)NCCc3ccc(Cl)cc3)c(=O)oc2c1C
 : -1%	-1%	-7%
CC(C)C(NC(=O)OCc1ccccc1)C(=O)NCC(=O)OC(C)(C)C (stereo unspecified)
 : 8%	-5%	3%
O=C1c2cc([N+](=O)[O-])cc3cc([N+](=O)[O-])cc(c23)C(=O)N1c1ccccn1
 : 21µM*	18µM*	-10%
Cc1cccc(C)c1Nc1c(-c2ccsc2)nc2ncccn12
 : 15µM*	?	2%
CC(C)(C)C(=O)NNC(=O)C1CC1(c1ccccc1)c1ccccc1 (stereo unspecified)
 : -1%	-6%	-10%
COc1cccc(CNC(=O)CSc2nnc(C)c3c(C)n(-c4ccccc4)nc23)c1
 : ?	18µM*	-2%
O=c1cc(-c2ccccc2)oc2cc(O[C@@H]3O[C@H](CO)[C@@H](O)[C@H](O)[C@H]3O)c(O)c(O)c12
 : ?	?	nt
Cc1ccc(C(=O)NC(C)c2ccc3c(c2)OCO3)s1 (stereo unspecified)
 : 13µM*	16µM*	-2%
Cn1c(=O)c(=O)n(C)c2cc(N3CCCC3)c(NS(=O)(=O)c3ccc(Cl)cc3)cc21
 : ?	?	-14%

# Further entries
# Values run as follows: DT40 TDP1 CPT	DT40 TDP1 no CPT	KAT2A inh
CC(C)C(=O)N1CCCC1(C)C(=O)N(C)Cc1cccc2ccccc12 (stereo unspecified)
 : -23%	-22%	nt
CCOC(=O)c1c(NC(=O)C(NCCN(C)C)c2ccccc2)sc2c1CCCC2 (stereo unspecified)
 : 0.65µM*	2.1µM*	1%
CCSc1nc2ccccc2c(OCc2ccc(Cl)cc2)c1C(=O)OC
 : -28%	?	-7%
CCc1ccccc1NC(=O)[C@@H](c1ccccc1)N1Cc2ccccc2C1=O
 : ?	?	-2%
CC(=O)CCN1CCOCC1
 : ?	?	-5%
Cc1cccc(CSc2nc3cccnc3n2Cc2ccc(C(=O)NCc3ccco3)cc2)c1
 : ?	?	-10%
CC1(OC(=O)C2CCCC2)C(=O)C=C2C=C(c3ccsc3)N(Cc3ccc4c(c3)OCO4)C=C2C1=O (stereo unspecified)
 : ?	?	-1%
COc1ccc2c(c1OC)C(=O)N(c1ccc(C)cc1)C2=O
 : -7%	-10%	-11%
Cc1cc(C)c2cc(C(c3nnnn3CC3CCCO3)N3CCN4CCCC4C3)c(=O)[nH]c2c1 (stereo unspecified)
 : -21%	-5%	-1%
COC(=O)c1cc(S(=O)(=O)NCc2cc(OC)c(OC)c(OC)c2)cn1C
 : 1%	16%	0%
O=C(NCc1n[nH]c(=S)n1-c1ccccc1)c1ccc(S(=O)(=O)N2CCCCC2)cc1
 : -10%	18%	-2%
Cc1cc(C)c2c(=O)n(CC(=O)Nc3cccc(Cl)c3C)sc2n1
 : 5.2µM*	3.7µM*	?
CNC(=O)C(=O)N/N=C/c1ccc(Br)cc1
 : -11%	-3%	4%
COc1ccc(-c2nnc(NC(=O)CSc3ccc(C)cc3)s2)cc1OC
 : ?	-18%	2%
COc1ccc(-n2c(C)cc(C(=O)COC(=O)c3cc(NC(=O)c4cccs4)c(OC)c(OC)c3)c2C)cc1
 : ?	?	-7%
Cn1c2c(c(=O)n3ncnc13)CCCC2
 : 13%	0%	0%
CC(C)c1nc(CNC(=O)C2CCC(=O)N(Cc3ccc(Cl)cc3)C2)no1 (stereo unspecified)
 : -3%	17%	-2%
CCSc1nc(C2CC2)cc(-c2cccs2)c1C#N
 : -27%	?	-4%
NC(=O)c1nsc(C(=O)N(CC(=O)NC2CCCCC2)c2cccc(F)c2)c1N
 : 5%	-14%	-4%
CC(C)(C)C(=O)NNC(=O)c1cc(C(C)(C)C)nn1Cc1ccccc1
 : -14%	-23%	-11%

# Some of the entries so far, as tab-separated lines:
Molecule	DT40 TDP1 CPT	DT40 TDP1 no CPT	KAT2A inh
COC(=O)c1cc(S(=O)(=O)NCc2cc(OC)c(OC)c(OC)c2)cn1C	1%	16%	0%
COc1ccc2c(c1OC)C(=O)N(c1ccc(C)cc1)C2=O	-7%	-10%	-11%
CCSc1nc2ccccc2c(OCc2ccc(Cl)cc2)c1C(=O)OC	-28%	?	-7%
CC(=O)CCN1CCOCC1	?	?	-5%

# Following part
# Values run as follows: DT40 TDP1 CPT	DT40 TDP1 no CPT	KAT2A inh
N#C/C=C(/N)c1ccc(Br)cc1
 : -19%	-17%	-5%
CCCN(CCO)Cc1cccc(Oc2ccccc2)c1
 : -11%	3%	-13%
CCCCCCn1c2c(c(=N)c3c1CCC3)CCC2
 : 0.41µM*	0.26µM*	-4%
Cc1ccccc1Nc1nc(N)nc(COC(=O)C(NC(=O)c2ccco2)C(C)C)n1 (stereo unspecified)
 : -6%	-21%	-2%
CCc1ccc(N2CC(C(=O)OCC(=O)NNC(=O)c3ccccc3)CC2=O)cc1 (stereo unspecified)
 : -2%	-4%	-5%
OCCN1CCN(c2nccn3ccnc23)CC1
 : 2%	-2%	nt
Cc1cc2cc(CNC(=O)Cc3ccc([N+](=O)[O-])cc3)ccc2n1C
 : -7%	-14%	-2%
CCCc1cc(NCCCn2ccnc2)n2nc(C)c(-c3ccccc3)c2n1
 : ?	?	-19%
CCOC(=O)c1ccc(NS(=O)(=O)c2cnc[nH]2)cc1
 : -29%	-26%	3%
O=C(CCC(=O)N(CC(=O)NC1CCCC1)Cc1ccc2c(c1)OCO2)Nc1ccccn1
 : -3%	0%	0%
CN(C)c1ccc(CNC(=O)C2CCN(C(=O)c3ccc(-n4ccc5ccccc54)s3)CC2)cc1
 : 21µM*	21µM*	-6%
